Bioassay records (PubChem)
PvdQ acylase: P. aeruginosa PvdQ acylase inhibition; purified PvdQ acylase, fluorescence plate reader; inhibition, % at 10 µM; hit rate 0.063% among 340,000; in the data active = inhibition above about 30%, passing the limit was not always enough; inconclusive = no clear call, values can overlap the other calls;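 also: 0% = vehicle neutral wells and 100% = reference inhibitor wells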
V-ATPase pH: regulators of yeast V-ATPase proton transport | hit rate 0.37% among 350,000 | AID 504577 | S. cerevisiae, pHLuorin cytosolic pH fluorescence | response, % at 10 µM; in the data active = response mostly above about 7.3%, no sharp cut-off; inactive = mostly below about 5.4%; also: actives read high; inactives centre near 0; some compounds called inactive have numbers as strong as hits; reference of the scale not given here
HTR5A inv ctr: counter-screen for OPRM1-OPRD1 inverse agonists: human HTR5A inverse agonism. P47898. HTR5A cell line, luminescence. inhibition, % at 9.3 µM. hit rate 0.083% among 340,000. AID 504634; in the data active = inhibition mostly above about 23%, no sharp cut-off; inactive = mostly below about 18%;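 also: 0% = cells with DMSO and 100% = no-cell wells with DMSO; some compounds called inactive have numbers as strong as hits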
SR-BI HDL uptake: blocks mouse SR-BI lipid uptake from DiI-HDL; hit rate 0.96% among 320,000; ldlA[mSR-BI] CHO cells, DiI-HDL uptake fluorescence, 3 h; Q61009; inhibition, % at 12.5 µM;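 active = mean replicate inhibition of at least 70% and a set share of replicates each scoring 70 or more; inconclusive = meets just one of the two criteria; inactive = fails both criteria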;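 also: 0% = median of neutral control wells and 100% = median of positive control wells; values of inactives mirror those of a sister screen read the other way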
Target sequence (Q61009 whole entry, looked up): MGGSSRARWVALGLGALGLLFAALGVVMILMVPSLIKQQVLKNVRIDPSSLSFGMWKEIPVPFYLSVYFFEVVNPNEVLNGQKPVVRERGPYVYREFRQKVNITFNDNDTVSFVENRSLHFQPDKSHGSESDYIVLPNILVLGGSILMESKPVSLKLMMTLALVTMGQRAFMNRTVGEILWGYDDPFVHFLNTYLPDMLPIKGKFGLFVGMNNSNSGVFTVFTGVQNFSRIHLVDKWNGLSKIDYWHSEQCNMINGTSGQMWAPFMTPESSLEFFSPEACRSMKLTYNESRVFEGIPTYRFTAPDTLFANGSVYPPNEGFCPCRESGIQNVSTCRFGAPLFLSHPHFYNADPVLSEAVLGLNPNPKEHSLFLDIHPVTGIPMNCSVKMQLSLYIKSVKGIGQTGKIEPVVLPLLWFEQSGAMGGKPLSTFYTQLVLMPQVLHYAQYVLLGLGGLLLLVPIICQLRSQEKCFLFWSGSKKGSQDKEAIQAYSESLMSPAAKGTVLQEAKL
dFosB activator: activators of mouse delta FosB homodimer; P13346; purified delta FosB, TAMRA-CDK5 oligo fluorescence polarization; percent of positive-control signal above neutral wells; activation, % at 25 µM; hit rate 0.99% among 340,000; AID 493131;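 active = mean activation above about 17%, with every replicate also reaching it, limit read from the data, passing the limit was not always enough; inconclusive = only one of the two conditions met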;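 also: fluorescence polarization rise as delta FosB binds a TAMRA Cdk5 AP-1 oligo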
Target sequence (P13346 whole entry, looked up): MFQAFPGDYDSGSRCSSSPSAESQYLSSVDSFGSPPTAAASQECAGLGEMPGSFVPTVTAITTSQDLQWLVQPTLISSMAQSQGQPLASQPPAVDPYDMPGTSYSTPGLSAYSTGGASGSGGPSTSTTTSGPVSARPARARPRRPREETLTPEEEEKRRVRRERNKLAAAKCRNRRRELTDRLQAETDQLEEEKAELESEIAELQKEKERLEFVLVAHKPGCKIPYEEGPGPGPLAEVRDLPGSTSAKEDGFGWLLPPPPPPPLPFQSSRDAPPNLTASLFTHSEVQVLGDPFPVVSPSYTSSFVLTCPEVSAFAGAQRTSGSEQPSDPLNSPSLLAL
NSD2 HMT inh: inhibitors of human histone methyltransferase NSD2; O96028; NSD2 peptide methylation, AlphaScreen, 120 min; inhibition, % at 12.5 µM; hit rate 0.54% among 310,000; AID 743445; in the data active = inhibition above about 50%
CDK5 p35 inh: CDK5/p35 (human) kinase inhibition | Q00535+Q15078 | Recombinant CDK5/p35, ADP-Glo luminescence, 60 min | inhibition, % at 10 µM | hit rate 0.01% among 330,000 | AID 488839;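 active = highest replicate inhibition of at least 50% and at least 75% of replicates reaching 50%; inconclusive = only one of the two criteria met; inactive = both criteria failed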;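 also: plate controls were DMSO neutral control for no effect and GW8510 at 10 µM for full effect; many of its hits are not listed in these tables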
MITF TRPM1 HTS: increases MITF-driven TRPM1 promoter luciferase signal | SK-MEL-5 TRPM1-promoter luciferase, 24 h; % of positive control, neutral wells = 0 | activation, % at 12.5 µM | hit rate 0.75% among 300,000;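 active = mean activation of at least 80% with every replicate also reaching 80%; inconclusive = mean reaches 80% but some replicate falls short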;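 also: 0% = neutral control wells and 100% = parthenolide positive control wells; values of inactives mirror those of a sister screen read the other way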
HTR5A ag ctr: HTR5A agonism, opioid heterodimer counter-screen; P47898; HTR5A agonist assay, luminescence, cell-based; activation, % at 9.3 µM; hit rate 0.61% among 340,000; AID 504692; in the data active = activation mostly above about 9.5%, no sharp cut-off; inactive = mostly below about 7.6%;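 also: 0% = cells with vehicle only and 100% = reference agonist; strong numbers were not always called active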
Wnt bcat act: Wnt/beta-catenin pathway activation | hit rate 1.2% among 300,000 | AID 743398 | activation, % at 9.35 µM | Wnt/beta-catenin reporter cell assay, activator, plate reader; in the data active = activation above about 30%, passing the limit was not always enough; inconclusive = no clear call, values can overlap the other calls;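 also: 0% = neutral control wells and 100% = positive control wells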
* = called active by the depositor; ? = inconclusive; . = no result given; & = joins results of further samples.

The line under a structure holds: PvdQ acylase	V-ATPase pH	HTR5A inv ctr	SR-BI HDL uptake	dFosB activator	NSD2 HMT inh	CDK5 p35 inh	MITF TRPM1 HTS	HTR5A ag ctr	Wnt bcat act
> CCOc1ccc2nc(N3CCC(C(=O)N4CCN(c5ccccn5)CC4)CC3)sc2c1
  -5	2	0	57	-5	.	1.9	0	0	.
> COc1ccc(CNC(=O)CN2CCC(NC(=O)c3ccc(OC)cc3)CC2)cc1
  -6	.	10	.	-17	1	-0.5	-2	-4	-2
> CC(C)(C)Nc1nc(-c2ccc3c(c2)CCN3C(=O)C2CC2)cs1
  -8	-3	7	.	-8	-3	0.9	.	-3	?
> CCCCN(CCCC)c1nc(OC)nc(-n2nnc(C(C)=O)c2C)n1
  -9	0	-20	49	-19	0	0.7	1	0	.
> O=C(O)/C=C\C(=O)Nc1ccccc1F
  9	0	4	-19	-2	-10	-0.7	-14	3	3
> O=C(COC(=O)c1cc(Cl)ccc1O)NNC(=O)c1ccc([N+](=O)[O-])cc1
  -12	4	23	-13	12	2	1.1	0	8	3
> O=C1CCC/C1=C/Nc1ccc(Cl)cc1
  -9	-2	15	-18	0	0	-1.9	15	-6	15
> Cn1c(=O)c2cc(S(=O)(=O)Nc3cccc(F)c3)ccc2n(C)c1=O
  -7	-3	4	-20	-10	-3	0.7	-8	0	.
> CCOC(=O)N1CCN(C(=O)c2ccc3c(c2)NC(=O)/C(=C/c2ccccc2)S3)CC1
  -12	-3	-3	9	-1	10	-2.0	7	4	0
> CCOc1ccccc1NC(=O)CN(c1ccc(Cl)cc1)S(C)(=O)=O
  -5	-4	3	-1	-8	-2	0.2	.	10	-1
> C/C(=N\NC(=S)NC(C)C)c1ccco1
  10	5	16	-30	-1	1	0.5	5	3	0
> NC(=O)c1ccc(-n2nnnc2SCC(=O)NC2CCCCC2)cc1
  -6	3	5	-10	-1	-7	-1.6	-4	0	-2
> CCN(CC)CC(=O)Nc1scc2c1c(=O)oc1ccccc12
  -18	3	-14	.	-4	-3	1.5	.	4	-2
> CCc1nnc(NC(=O)CSc2nc3c(C)cccc3[nH]2)s1
  -10	-3	-28	-29	-1	-2	0.0	2	-3	.
> CC(=O)c1nn(-c2cccc(Br)c2)cc1C(=O)c1ccco1
  -6	0	-5	45	-2	-2	-2.5	.	2	-4
> COc1ccc(OCC(=O)N2N=C(C(F)F)CC2(O)C(F)F)cc1 (stereo not drawn)
  9	0	5	-8	-4	-1	0.1	-9	1	.
> COc1ccccc1C(=O)Nc1ccnn1C1CCN(Cc2cnn(C)c2C)CC1
  -14	6	-6	-12	2	1	0.8	4	2	-2
> N#CCCN(CC(=O)O)S(=O)(=O)c1ccccc1
  4	2	-4	-49	4	0	0.2	-9	-3	.
> Cc1ccc(-c2csc3nnc(SCC(=O)NCc4ccc5c(c4)OCO5)n23)cc1
  -8	2	-31	-7	-2	2	-0.1	-4	3	.
> O=S(=O)(c1ccc(=S)[nH]c1)N1CCCCCC1
  -3	-3	-13	-15	-4	-2	2.3	-1	4	-3

A different layout for some results above.
SMILES,PvdQ acylase,V-ATPase pH,HTR5A inv ctr,SR-BI HDL uptake,dFosB activator,NSD2 HMT inh,CDK5 p35 inh,MITF TRPM1 HTS,HTR5A ag ctr,Wnt bcat act
CC(C)(C)Nc1nc(-c2ccc3c(c2)CCN3C(=O)C2CC2)cs1,-8,-3,7,.,-8,-3,0.9,.,-3,?
CCCCN(CCCC)c1nc(OC)nc(-n2nnc(C(C)=O)c2C)n1,-9,0,-20,49,-19,0,0.7,1,0,.
O=C(O)/C=C\C(=O)Nc1ccccc1F,9,0,4,-19,-2,-10,-0.7,-14,3,3
O=C(COC(=O)c1cc(Cl)ccc1O)NNC(=O)c1ccc([N+](=O)[O-])cc1,-12,4,23,-13,12,2,1.1,0,8,3
O=C1CCC/C1=C/Nc1ccc(Cl)cc1,-9,-2,15,-18,0,0,-1.9,15,-6,15
Cn1c(=O)c2cc(S(=O)(=O)Nc3cccc(F)c3)ccc2n(C)c1=O,-7,-3,4,-20,-10,-3,0.7,-8,0,.
CCOC(=O)N1CCN(C(=O)c2ccc3c(c2)NC(=O)/C(=C/c2ccccc2)S3)CC1,-12,-3,-3,9,-1,10,-2.0,7,4,0
CCOc1ccccc1NC(=O)CN(c1ccc(Cl)cc1)S(C)(=O)=O,-5,-4,3,-1,-8,-2,0.2,.,10,-1
C/C(=N\NC(=S)NC(C)C)c1ccco1,10,5,16,-30,-1,1,0.5,5,3,0
NC(=O)c1ccc(-n2nnnc2SCC(=O)NC2CCCCC2)cc1,-6,3,5,-10,-1,-7,-1.6,-4,0,-2
CCN(CC)CC(=O)Nc1scc2c1c(=O)oc1ccccc12,-18,3,-14,.,-4,-3,1.5,.,4,-2

(listing goes on)
The line under a structure holds: PvdQ acylase	V-ATPase pH	HTR5A inv ctr	SR-BI HDL uptake	dFosB activator	NSD2 HMT inh	CDK5 p35 inh	MITF TRPM1 HTS	HTR5A ag ctr	Wnt bcat act
> COc1ccc(N=Cc2c(O)n(-c3ccc(OC)cc3)c(=O)c3ccccc23)cc1
  7	-6	-6	41	-8	1	1.0	-4	2	-5
> COc1ccc(C2c3c(C)nn(-c4ccccc4)c3NC(=O)N2c2ccccc2)cc1 (stereo not drawn)
  -8	1	13	7	-9	0	1.0	11	-5	-8
> COC(=O)c1ccc(COC(=O)CNS(=O)(=O)c2ccc(C)cc2)cc1
  -19	0	5	10	-3	-7	0.4	13	-2	5
> CCN(CC)N=Nc1ccc(S(=O)(=O)Nc2nc(C)cc(C)n2)cc1
  -5&-5	-2&-2	18&-4	-16&-3	4&-8	0&-3	-0.2&-0.4	-6	-5&1	0&-2
> Cc1cc(-c2ccccc2)c2c3c(c(-c4ccccc4)n2n1)c(=O)n(C)c(=O)n3C
  -9	6	-18	-9	-2	10	-1.0	1	1	.
> O=C(NC(Cc1ccccc1)C(=O)O)/C(=C\c1ccco1)NC(=O)c1ccccc1Br (stereo not drawn)
  -10	0	2	-6	-3	5	0.9	4	-1	.
> Cc1onc(-c2c(Cl)cccc2Cl)c1C(=O)NCc1ccc(S(N)(=O)=O)cc1
  -28	-4	-12	1	-1	1	-3.0	-4	4	0
> CC(=O)Nc1ccccc1OC(C)C(=O)NC(C)c1ccc(F)cc1 (stereo not drawn)
  -1	5	-9	-26	3	3	0.3	3	4	0
> C/C(=N\OC(=O)NC(C)C)c1sc(-c2ccc(Cl)cc2)nc1C
  -9	-1	-6	64	-28	-1	-0.1	62	2	-5
> Cc1c(C(=O)NC(c2ccccn2)C(F)(F)F)oc2c(F)cccc12 (stereo not drawn)
  -4	-2	14	4	0	-2	.	-11	0	1
> CC(C)(C)c1ccc(CS(=O)CC(O)CO)cc1 (stereo not drawn)
  -14	-1	1	-7	5	-2	0.2	-10	-4	.
> CC1=NN(c2ccc(S(=O)(=O)O)cc2Cl)C(=O)C1
  -1	1	-2	-213	5	71*	-4.2	-5	1	-2
> O=C(N/N=C/c1ccccc1F)c1ccc(COc2ccccc2Cl)o1
  2	-2	15	-28	8	-2	1.3	-9	7	-4
> CNC(=O)C(=O)N/N=C/c1cccnc1
  6	0	0	-3	3	-2	-0.4	.	2	-2
> Nc1c(S(=O)(=O)O)cc(NC(=O)c2ccccc2)c2c1C(=O)c1ccccc1C2=O
  -2	1	14	-10	-29	.	5.6	-20	-4	.
> Cc1noc2ncnc(N3CCN(c4cccc(Cl)c4)CC3)c12
  1	0	8	17	3	0	-1.5	-6	10	-2
> CCOc1cc(CO)ccc1OCC(=O)N1CCCCC1
  -12	-2	-18	-2	0	0	-0.4	.	7	.
> Cc1c(CN2CCC(C(=O)Nc3ccc(Oc4ccccc4)nc3)CC2)cnn1C
  -16	-2	4	1	-5	-1	1.5	-14	-1	0
> CCOC(=O)c1c(NC(=O)C2=C(C)NC(=S)NC2c2ccccc2C(F)(F)F)sc(C)c1C (stereo not drawn)
  -9	-3	10	38	-1	-3	-0.3	-10	2	.
> Cc1csc(NC(=O)C2CCCC2)n1
  -8	6	5	-20	4	1	-0.2	21	-2	11
> CCc1noc(C)c1C(=O)N(CCOC)c1c(N)n(CC(C)C)c(=O)[nH]c1=O
  -10	-3	21	-50	5	1	-0.7	-3	0	-1
> NC(=O)NN=C1CCn2cccc21
  5	-3	-5	-19	4	4	1.8	4	1	8
> CC1(c2ccc3ccccc3c2)NC(=O)N(CC(=O)N2CCC(C(N)=O)CC2)C1=O (stereo not drawn)
  4	2	14	-22	1	1	-0.1	1	-5	-1
> Cc1nc(CCNC(=O)c2cccs2)cs1
  10	0	-20	-15	3	-1	0.4	-4	3	3
> CCOc1cc(CNCC2CCCN2CC)cc(Cl)c1OC (stereo not drawn)
  1	-1	-53	-10	2	2	0.7	7	19*	0
> COC(=O)c1ccc(CN2CCCC(C(=O)Nc3ccc(-c4ccn[nH]4)cc3)C2)cc1 (stereo not drawn)
  -13	1	11	17	-6	-1	-1.0	-3	6	2
> CCC(=O)Nc1cccc2cccnc12
  -11	1	3	-16	-5	1	1.2	13	-1	18
> Cc1nc(CN2CCCC2=NC#N)n(-c2ccccc2)n1
  -11	1	24	-9	-2	36	1.8	-3	7	-2
> COc1ccc2nc(SCC(=O)Nc3ccccc3C#N)[nH]c2c1
  -8	0	-24	39	-2	1	-0.5	-2	3	.
